Source: PubChem BioAssay
A-T KAP1 phos: potential ataxia-telangiectasia treatment; 320,000 tested, 0.19% active; […] A-T fibroblasts, KAP-1 phosphorylation AlphaLISA; neocarzinostatin DNA damage 30 min before lysis; Potency, µM (series often up to 57.5 µM), without a hit: top-dose activation, actives largely listed as activators; further: potency means the concentration at half of the fitted maximal effect; % of control where 0% means no effect; nearly all actives have a fitted effect of over 45% in size
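ATM-like activity read as KAP-1 phosphorylation via AlphaLISA donor/acceptor antibody pairs after lysis and 6 hr at 25C. Cells were ATM-null patient fibroblasts ([…], hTERT), dosed 60 min, then exposed to the DSB inducer NCS for 30 min.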
B2AR arrestin: beta2AR (human) beta-arrestin recruitment activity | P07550 | beta-arrestin recruitment to beta2AR, cell-based reporter | Potency, µM (top dose mostly 46.1 µM), for the others: at the top dose activation, most hits filed as activators | 330,000 tested, 0.02% active | AID 492947;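 further: potency means the concentration at half of the fitted maximal effect; 0% = DMSO controls and full agonism = EC100 isoproterenol or metaproterenol; nearly all actives have a fitted effect of over 65% in size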
Target sequence (P07550 whole entry, looked up): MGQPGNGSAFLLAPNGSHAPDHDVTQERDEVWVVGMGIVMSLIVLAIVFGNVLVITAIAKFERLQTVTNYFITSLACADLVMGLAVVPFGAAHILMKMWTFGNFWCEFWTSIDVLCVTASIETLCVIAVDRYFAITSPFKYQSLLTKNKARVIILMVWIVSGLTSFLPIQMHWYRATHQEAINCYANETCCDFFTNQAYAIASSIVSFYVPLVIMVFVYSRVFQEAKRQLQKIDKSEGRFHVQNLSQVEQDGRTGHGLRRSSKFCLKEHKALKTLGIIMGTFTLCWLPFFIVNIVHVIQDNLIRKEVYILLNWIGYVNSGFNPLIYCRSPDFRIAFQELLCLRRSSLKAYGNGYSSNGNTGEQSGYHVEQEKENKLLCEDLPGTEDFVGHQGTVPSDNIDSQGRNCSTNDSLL
Integrin act MD: activates integrin-mediated alleviation for muscular dystrophy. alpha7betagal myoblasts, beta-gal FDG fluorescence, 48 h. Potency, µM (top dose mostly 38.3 µM), for the others: top-dose activation, actives largely listed as activators. 350,000 tested, 0.064% active;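 further: potency means the concentration at half of the fitted maximal effect; 100% = response of the positive control SU9516; nearly all actives have a fitted effect of over 60% in size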
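alpha7betagal+/- myoblasts (passage 13, 250/well) treated 48 h at 37C with compounds at 1:260 dilution of DMSO stock. Lysed, then beta-galactosidase activity read as FDG fluorescence (ex 480/em 540) after 30 min, with pre-read for autofluorescence.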
TCR act: activators of T cell receptors | 330,000 tested, under 10 active | Potency, µM (highest dose often 9.22 µM), for inactives: at the highest dose activation of IL-2 secretion, usual class: activators | primary human leukocytes, anti-CD3, IL-2 HTRF, 48 h; further: % of control where 0% means no effect
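Activity was scored as IL-2 release from primary human leukocytes given only a TCR signal (a-CD3 beads) plus compound for 48 hr. Detection used a two-antibody HTRF format read at 665nm.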
p53 reactivation: restores transcriptional activity of mutant p53 | H1299 p53-A138V BP100-luciferase reporter, luminescence, 24 h | Potency, µM (series often up to 92.2 µM), without a hit: at the highest dose activity change, positive = activation, hits mostly activators | 320,000 tested, 0.063% active; further: potency means the concentration at half of the fitted maximal effect; % of control where 0% means no effect; nearly all actives have a fitted effect of over 45% in size
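p53-null H1299 cells stably carrying temperature-sensitive p53-A138V and a BP100-luciferase reporter were pinned with compounds (4-point, 1:5 series) and held 24 hrs at 37 deg C. Luminescence was read 10 min after detection reagent.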
ELG1 repair inh: blocks ELG1-dependent DNA repair in HEK293T cells. HEK293T ELG1-luciferase reporter, luminescence, 16 h; DNA damage induced by 5-fluorouridine. Potency, µM (highest dose often 46.1 µM), inactives show top-dose activity change, negative = inhibition, usual class: inhibitors. 330,000 tested, 2.3% active. AID 504467; further: potency means the concentration at half of the fitted maximal effect; on the % scale 0 is the no-effect control and ±100 the full control effect; nearly all actives have a fitted effect of over 55% in size
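HEK293T cells expressing luciferase-tagged ELG1 (2,000/well) received 5-Fluorouridine plus compound or DMSO for 16 hr at 37 °C. Luciferase was read by ONE-Glo luminescence after 30 min at room temperature.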
BRCA1 expr act: increases BRCA1 expression; MCF7-BRCA1-FFLuc reporter, luminescence, 48 h; response scale: scaled: vehicle 0%, 10 µM genistein 100%; Potency, µM (top dose mostly 46.1 µM), for the others: at the highest dose activation, most hits filed as activators; 380,000 tested, 1.1% active; further: potency means the concentration at half of the fitted maximal effect; nearly all actives have a fitted effect of over 80% in size; some results filed as inactive show a strong effect at the top dose
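Reporter cells (MCF7, BRCA1 promoter-firefly luciferase) received library compounds across a concentration series for 48 h. End-point luminescence was measured and concentration-effect curves derived after normalization.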
PTAP TSG101 blk: blocks PTAP/TSG101 interaction to inhibit HIV-1 budding; Fluorescence polarization, FITC-PTAP peptide / Tsg101 binding; Potency, µM (doses to about 115 µM), inactives show top-dose activity change, negative = inhibition, most hits filed as inhibitors; 340,000 tested, under 10 active; active means well fitted inhibition curve with a large enough effect in the main read-out, with a control signal flat, not every such curve was filed as active; inconclusive means small, poorly fitted or top-dose-only effect, or effect the other way, or a change in a side signal; inactive means no such curve, though single readings can be large or run the other way; further: potency means the concentration at half of the fitted maximal effect; % of control where 0% means no effect
Target sequence (Q99816 whole entry, looked up): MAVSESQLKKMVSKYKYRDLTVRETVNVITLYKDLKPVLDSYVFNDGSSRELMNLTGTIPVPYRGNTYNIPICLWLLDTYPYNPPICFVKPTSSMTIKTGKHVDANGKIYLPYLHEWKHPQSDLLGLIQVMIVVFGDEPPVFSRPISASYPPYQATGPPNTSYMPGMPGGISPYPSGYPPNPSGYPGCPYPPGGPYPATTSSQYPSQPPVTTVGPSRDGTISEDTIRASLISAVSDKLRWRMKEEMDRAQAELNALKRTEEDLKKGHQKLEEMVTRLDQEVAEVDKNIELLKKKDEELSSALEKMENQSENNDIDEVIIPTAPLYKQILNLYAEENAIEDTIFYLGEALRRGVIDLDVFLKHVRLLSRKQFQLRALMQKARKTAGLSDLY
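Compounds were pin-transferred onto Tsg101 binding domain (10 uM final) in HEPES pH 7.5 buffer, then FITC-PTAP peptide was added at 50 nM final. After 20 min at RT, polarization reported peptide displacement across a qHTS concentration series.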
CXXC DNA block: inhibitors of human MLL CXXC domain-DNA interaction. Q03164. MLL-CXXC / FITC-HOXA9 DNA fluorescence polarization. Potency, µM (doses to about 115 µM), inactives show at the top dose activity change, negative = inhibition, actives largely listed as inhibitors. 290,000 tested, 0.037% active. AID 2662; active means well fitted inhibition curve with a large enough effect in the polarisation, with a control signal flat, not every such curve was filed as active; inconclusive means small, poorly fitted or top-dose-only effect, or effect the other way, or a change in a side signal; inactive means no such curve, though single readings can be large or run the other way; the % refers to the polarisation; further: potency means the concentration at half of the fitted maximal effect
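Steps: dispense CXXC domain solution (7 uM) → pin compounds or unlabeled HOX-A9 DNA control → 5 min ambient → add FLSN-HOX-A9 solution (50 nM) → spin → 30 min ambient → fluorescence polarization. Tris pH 7.5/NaCl/DTT/BSA buffer.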
TRPV1 ag: activates the human vanilloid receptor TRPV1; Q8NER1; TRPV1-expressing cells, Fluo-8 calcium influx, agonist mode; activation, % at 8.33 µM; 320,000 tested, 0.19% active; in the data active means activation above about 80%; inconclusive means between about 30% and that limit; further: 0% is about no effect
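TRPV1-expressing cells were cultured overnight at 35.5C and loaded with Fluo-8 calcium dye for 40 to 90 min at room temperature. After a 10 s baseline, compound was added and calcium influx was read kinetically for 3 min (ex 480/em 520 nm).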
The depositor's hits bear a star; [ ] = remark or other dose. Unless noted, the call rests on the fitted dose curve; in most records, active means well fitted curve in the direction sought with a large enough effect; inconclusive means small, poorly fitted or top-dose-only effect, or another doubt; inactive means no such curve, though single readings can be large; an effect the other way counts as inactive or inconclusive.

What do the screens show for `Cc1ccnc(SCC(=O)Nc2sc3c(c2C#N)CCC(C(C)(C)C)C3)n1` (stereo not given)?
A-T KAP1 phos: 2%; B2AR arrestin: -0.1%; Integrin act MD: -21%; TCR act: -5%; p53 reactivation: -4%; ELG1 repair inh: inconclusive; BRCA1 expr act: -75%; PTAP TSG101 blk: -4%; CXXC DNA block: -3%; TRPV1 ag: -1

How did CCNC(=O)COC(=O)c1cc(C)nc2ccccc12 do in these assays?
A-T KAP1 phos: -1%; B2AR arrestin: 0.2%; Integrin act MD: -5%; TCR act: 0%; p53 reactivation: 5%; ELG1 repair inh: 1%; BRCA1 expr act: 5%; PTAP TSG101 blk: -6%; CXXC DNA block: 2%; TRPV1 ag: 3

How did O=C(COc1ccc(CO)cc1Cl)Nc1ccc(F)cc1 do in these assays?
A-T KAP1 phos: -1%; B2AR arrestin: -0.3%; Integrin act MD: 7%; p53 reactivation: -2%; ELG1 repair inh: inconclusive; BRCA1 expr act: 57%; PTAP TSG101 blk: -7%; CXXC DNA block: -2%; TRPV1 ag: 29

How did O=C(CCn1c(=O)oc2ccccc21)Nc1cccc(Br)c1 do in these assays?
A-T KAP1 phos: 2%; B2AR arrestin: -0.3%; Integrin act MD: 29%; TCR act: 3%; p53 reactivation: 8%; ELG1 repair inh: -9%; BRCA1 expr act: -12%; PTAP TSG101 blk: 0%; CXXC DNA block: -3%; TRPV1 ag: 7

What do the screens show for `CCc1ccc(C(=O)NCC2(c3ccccc3)CCOCC2)o1`?
Integrin act MD: 14%; TCR act: 3%; BRCA1 expr act: 31%; PTAP TSG101 blk: 0%

What do the screens show for `O=C(O)CCN1C(=O)C2C3c4ccccc4C(c4ccccc43)[C@@H]2C1=O` (stereo not given in full)?
A-T KAP1 phos: 33%; B2AR arrestin: -0.1%; Integrin act MD: -14%; TCR act: -7%; p53 reactivation: 1%; ELG1 repair inh: 10%; BRCA1 expr act: 7%; PTAP TSG101 blk: 6%; CXXC DNA block: -5%; TRPV1 ag: -7

How did O=S(=O)(NCc1ccccn1)c1cc(Cl)ccc1Cl do in these assays?
A-T KAP1 phos: 10%; B2AR arrestin: -0.5%; Integrin act MD: 10%; TCR act: -3%; p53 reactivation: -2%; ELG1 repair inh: -13%; BRCA1 expr act: 2%; PTAP TSG101 blk: 1%; CXXC DNA block: 10%; TRPV1 ag: -1

How did C/C(=N\NC(=O)c1ccccc1NC(=O)c1ccc(Cl)cc1)c1ccncc1 do in these assays?
A-T KAP1 phos: 1%; B2AR arrestin: -0.2%; Integrin act MD: 1%; TCR act: -7%; p53 reactivation: -10%; BRCA1 expr act: -88%[inhibitor]; PTAP TSG101 blk: -2%; CXXC DNA block: -5%; TRPV1 ag: 11

What do the screens show for `CC1(C)C(CO)=CC(=O)C2=C1SCC(=O)N2`?
A-T KAP1 phos: 4%; B2AR arrestin: -1.2%; Integrin act MD: 7%; TCR act: -12%; p53 reactivation: 6%; ELG1 repair inh: 8%; BRCA1 expr act: 12%; PTAP TSG101 blk: 0%; CXXC DNA block: 3%; TRPV1 ag: -5

Results for Cc1cc(OCc2nnc(SCC(=O)O)n2-c2ccccc2)ccc1Cl ?
A-T KAP1 phos: 7%; B2AR arrestin: -0.7%; Integrin act MD: inconclusive; TCR act: 4%; ELG1 repair inh: 2%; BRCA1 expr act: 2%; PTAP TSG101 blk: -8%; CXXC DNA block: inconclusive; TRPV1 ag: 2

How did O=C(Cc1cnc2ncnn2c1)N1CCc2c([nH]c3ccccc23)C1c1ccccn1 (stereo not given) do in these assays?
A-T KAP1 phos: 7%[11.5 µM]; B2AR arrestin: 8.6%; Integrin act MD: -3%; TCR act: 4%; p53 reactivation: -4%; ELG1 repair inh: 6%; BRCA1 expr act: -33%; PTAP TSG101 blk: -2%; CXXC DNA block: -2%; TRPV1 ag: 16

What do the screens show for `CC1([N+](=O)[O-])COC2(CCCCC2)OC1`?
Integrin act MD: -6%; TCR act: 15%; BRCA1 expr act: -6%; PTAP TSG101 blk: -2%

How did Brc1ccc(-c2nnc(-c3ccc4c(c3)OCO4)o2)o1 do in these assays?
A-T KAP1 phos: 2%; B2AR arrestin: 0.0%; Integrin act MD: 17%; TCR act: -1%; p53 reactivation: inconclusive; ELG1 repair inh: inconclusive; BRCA1 expr act: inconclusive; PTAP TSG101 blk: -1%; CXXC DNA block: 12%; TRPV1 ag: inconclusive

Results for Cn1c(SCC(=O)Nc2sccc2C#N)nnc1C1CC1 ?
A-T KAP1 phos: 7%; B2AR arrestin: -0.2%; Integrin act MD: 10%; TCR act: -1%; p53 reactivation: 4%; ELG1 repair inh: 25%; BRCA1 expr act: -6%; PTAP TSG101 blk: -5%

What do the screens show for `O=C(CSc1oc(-c2cccs2)nc1S(=O)(=O)c1ccccc1)NC1CCCCC1`?
A-T KAP1 phos: 2%; B2AR arrestin: -1.1%; Integrin act MD: 0%; TCR act: 4%; p53 reactivation: -6%; ELG1 repair inh: inconclusive; BRCA1 expr act: -35%; PTAP TSG101 blk: 2%; CXXC DNA block: 20%; TRPV1 ag: inconclusive

Results for Cc1ccc(S(=O)(=O)N2CCN(C(=O)N(C)C)CC2)cc1C ?
A-T KAP1 phos: -5%; B2AR arrestin: 0.0%; Integrin act MD: 7%; TCR act: 2%; p53 reactivation: -4%; ELG1 repair inh: -1%; BRCA1 expr act: -6%; PTAP TSG101 blk: -2%; CXXC DNA block: 1%; TRPV1 ag: 1

Results for COc1cc(/C=C2\N=C(c3ccccc3)OC2=O)ccc1OC(C)=O ?
A-T KAP1 phos: 2%; B2AR arrestin: 0.1%; Integrin act MD: 0%; TCR act: 9%; p53 reactivation: -9%; ELG1 repair inh: 13%; BRCA1 expr act: 0%; PTAP TSG101 blk: -5%; CXXC DNA block: -23%; TRPV1 ag: 8

How did Cc1ccc(CN2CCN(CC(=O)N/N=C/c3ccccc3F)CC2)cc1 do in these assays?
A-T KAP1 phos: 10%; B2AR arrestin: 0.5%; Integrin act MD: 8%; TCR act: -5%; p53 reactivation: 8%; ELG1 repair inh: inconclusive; BRCA1 expr act: 42%; PTAP TSG101 blk: -5%; CXXC DNA block: -4%; TRPV1 ag: 3

What do the screens show for `Cc1cccc(N2C(=O)SC(SC(=Nc3ccccc3)Nc3ccccc3)C2=O)c1` (stereo not given)?
A-T KAP1 phos: -2%; B2AR arrestin: -1.2%; Integrin act MD: -2%; TCR act: -3%[46.1 µM]; p53 reactivation: inconclusive; ELG1 repair inh: inconclusive; BRCA1 expr act: 20%; PTAP TSG101 blk: -3%; CXXC DNA block: 8%; TRPV1 ag: 12

What do the screens show for `CCOC(=O)C1CCC/C1=N\NC(=O)CN(c1cc(OC)ccc1OC)S(=O)(=O)c1ccccc1` (stereo not given)?
A-T KAP1 phos: -2%; B2AR arrestin: -0.2%; Integrin act MD: -41%[inhibitor]; TCR act: -9%; p53 reactivation: -10%; ELG1 repair inh: 2%; BRCA1 expr act: -12%; PTAP TSG101 blk: -4%; CXXC DNA block: 18%; TRPV1 ag: 3

Results for CC(C)(C)N1C(=O)c2ccc(C(=O)Nc3cc(C(=O)O)cc(C(=O)O)c3)cc2C1=O ?
A-T KAP1 phos: -27%; B2AR arrestin: 0.5%; Integrin act MD: -15%; ELG1 repair inh: 6%; BRCA1 expr act: 9%; PTAP TSG101 blk: -2%; CXXC DNA block: 0%; TRPV1 ag: -2

What do the screens show for `COCc1cc(CN2CCN(CCCc3ccccc3)C(CCO)C2)ccc1OC` (stereo not given)?
A-T KAP1 phos: 5%; B2AR arrestin: -1.2%; Integrin act MD: 0%; TCR act: 7%; p53 reactivation: 8%; ELG1 repair inh: -17%; BRCA1 expr act: -19%; PTAP TSG101 blk: -5%; CXXC DNA block: 1%; TRPV1 ag: 1

Results for COCCN(C(=O)CNC(=O)c1cccs1)C(C(=O)NC(C)(C)C)c1ccccc1 (stereo not given) ?
A-T KAP1 phos: 1%; B2AR arrestin: -0.2%; Integrin act MD: inconclusive; TCR act: -5%; p53 reactivation: -1%; ELG1 repair inh: 2%; BRCA1 expr act: -20%; PTAP TSG101 blk: -8%; CXXC DNA block: 0%; TRPV1 ag: -1

How did COc1ccc(CN(C)C(=O)c2ccccc2Sc2ccccc2C#N)c(OC)c1 do in these assays?
A-T KAP1 phos: -6%; B2AR arrestin: -1.1%; Integrin act MD: -48%[inhibitor]; TCR act: 9%; p53 reactivation: -3%; ELG1 repair inh: -13%; BRCA1 expr act: -17%; PTAP TSG101 blk: -3%; CXXC DNA block: 17%; TRPV1 ag: 13

Random draw from the library (roughly 3.8% active in at least one column).
